MgcRacGAP inhibition: MgcRacGAP GTPase-activating activity inhibitors, confirmation, biochemical, ADP Hunter fluorescence; Rac GTPase-activating protein 1 (Homo sapiens); AID 624330, 2012; 340,000 tested, 0.6% active; one-dose inhibition, % at 30 µM; IC50 in µM for titrated hits; MgcRacGAP-stimulated Rac1 GTP hydrolysis, ADP Hunter fluorescence; higher % means a stronger effect; GST-tagged Rac1 F28L mutant substrate;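 active = first-screen hits whose inhibition reached a set limit at any dose in the follow-up dose series; inconclusive = inhibition above the set first-screen limit but never retested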;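 note: fluorescence reports GDP produced by GAP-driven GTP hydrolysis; strong numbers were not always called active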
GPR55 LPI antagonism: GPR55 antagonists blocking LPI-driven arrestin recruitment, primary screen, imaging, U2OS, beta-arrestin-GFP, LPI agonist (AID 2013). 290,000 tested, 0.13% active. U2OS GPR55 beta-arrestin-GFP translocation imaging, LPI antagonism; higher % means a stronger effect. inhibition, % at 10 µM; hits with a dose series show IC50 in µM. G-protein coupled receptor 55 (Homo sapiens);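 active = spots per cell inhibited over 60%, with over 100 cells counted and total cytoplasm intensity under 500,000; inconclusive = wells with under 100 cells, flagged as likely toxic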;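 note: U2OS cells stably carrying GPR55 and arrestin-GFP stimulated by 5 µM LPI near EC80; imaged beta-arrestin-GFP aggregate spots per cell after agonist stimulation; plate controls were LPI-stimulated DMSO wells for no effect and DMSO wells without LPI for full effect; some results filed as inactive read as strong as hits; confirmed hits need IC50 under 10 µM and bright autofluorescent wells are also inconclusive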
NS5 inhibitors: Dengue-2 NS5 methyltransferase inhibitors, primary screen, biochemical, confirmation dose response (AID 588689) | inhibition, % at 25 µM; hits with a dose series show IC50 in µM | Dengue-2 NS5 methyltransferase capping enzyme assay, biochemical; higher % means a stronger effect | 340,000 tested, 0.3% active | Genome polyprotein (Dengue virus type 2 (strain 16681-PDK53)); in the data active = a potency from the dose series; inconclusive = inhibition above about 29% without an active follow-up result
GPR55 activation: GPR55 agonists via beta-arrestin recruitment, primary screen, imaging, U2OS cells, beta-arrestin-GFP redistribution (AID 1961) | U2OS GPR55 beta-arrestin-GFP redistribution imaging; higher % means a stronger effect | 290,000 tested, 0.048% active | G-protein coupled receptor 55 (Homo sapiens) | one-dose activation, % at 10 µM; EC50 in µM for titrated hits;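 active = activation above 40% with more than 50 cells counted in the well; inconclusive = wells holding fewer than 50 cells, flagged as toxic or sparse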;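 note: U2OS osteosarcoma cells stably expressing GPR55 and beta-arrestin-GFP; plate controls were DMSO negative control for no effect and LPI positive control for full effect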
NTR1 ag: agonists of NTR1, primary screen, imaging, U2OS cells, beta-arrestin-GFP, high content (AID 493036). activation, % at 20 µM. 330,000 tested, 0.17% active. Neurotensin receptor type 1 (Homo sapiens), P30989. NTR1-U2OS beta-arrestin-GFP spot imaging, agonist mode;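 active = activation at or above 40% of the spot to cytoplasm intensity ratio, with at least 20 cells analyzed; inconclusive = wells under 20 cells, flagged as cytotoxic or low count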;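 note: 0% = DMSO without peptide and 100% = 100 nM NTR1 peptide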
Target sequence (P30989 whole entry, looked up): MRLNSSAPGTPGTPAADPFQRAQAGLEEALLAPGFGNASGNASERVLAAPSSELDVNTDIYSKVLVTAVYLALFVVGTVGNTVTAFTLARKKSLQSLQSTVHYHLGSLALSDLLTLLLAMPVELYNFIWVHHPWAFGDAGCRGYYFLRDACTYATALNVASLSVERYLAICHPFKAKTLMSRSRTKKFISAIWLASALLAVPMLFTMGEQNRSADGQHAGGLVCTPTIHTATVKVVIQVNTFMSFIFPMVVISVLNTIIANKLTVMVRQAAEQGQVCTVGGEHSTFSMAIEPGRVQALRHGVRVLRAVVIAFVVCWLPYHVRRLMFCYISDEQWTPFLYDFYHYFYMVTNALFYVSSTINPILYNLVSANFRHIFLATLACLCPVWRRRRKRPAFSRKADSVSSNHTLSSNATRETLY
Yfh1-depleted yeast: enhancers of respiration in Yfh1-depleted yeast, dose response, Friedreich's ataxia, plus single-dose screen (AID 1465). S. cerevisiae Yfh1-off respiration, WST-1 reduction, 72 h; higher fold induction means a stronger effect. one-dose fold induction at 50 µM; EC50 in µM for titrated hits. 220,000 tested, 0.074% active;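 active = fold induction of absorbance versus untreated yeast above a set limit, then at least 30% activation at any dose in follow-up; inconclusive = repeats straddling the limit, or above it without dose testing; inactive = fold induction below the set limit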;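 note: activators that raise dye reduction in frataxin-depleted yeast; strong numbers were not always called active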
GPR35 antagonists: GPR35 antagonists blocking zaprinast-driven arrestin recruitment, primary screen, imaging, U2OS, beta-arrestin-GFP, zaprinast agonist (AID 2058); G-protein coupled receptor 35 (Homo sapiens); U2OS GPR35 beta-arrestin-GFP translocation imaging, zaprinast antagonism; higher % means a stronger effect; inhibition, % at 10 µM, or IC50 in µM where a hit was titrated; 290,000 tested, 0.052% active;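 active = inhibition of at least 50% with at least 30 cells and total cytoplasm GFP at most 10,000,000; inconclusive = under 30 cells or total GFP of 10,000,000 plus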
AID2073: inhibitors of Mint1-CaV2.2 protein interaction, biochemical, HTRF (AID 2073). 290,000 tested, 0.19% active. Voltage-dependent N-type calcium channel subunit alpha-1B (Homo sapiens). HTRF protein-protein interaction, Mint1-CaV2.2; higher % means a stronger effect. inhibition, % at 20 µM, or IC50 in µM where a hit was titrated; in the data active = inhibition mostly above about 51%, no sharp cut-off; inconclusive = no clear call, values can overlap the other calls; inactive = mostly below about 53%; note: some results filed as inactive read as strong as hits
Large T inhibition: SV40 large T antigen inhibitors, biochemical (AID 1903). SV40 large T antigen ATPase/helicase inhibition assay; higher % means a stronger effect. inhibition, % at 20 µM; hits with a dose series show IC50 in µM. 310,000 tested, 0.39% active; in the data active = a potency from the dose series; inconclusive = inhibition mostly from about 32% at the one dose, without a potency; inactive = the rest, 99 in 100 with inhibition below about 32%; note: strong numbers were not always called active
NTR1 ag cell count 20 µM: recorded beside NTR1 ag, whose call it bears; cell count; measured here: cell count, cytotoxicity flag
Numbers without * were called inactive; i = inactive; ? = inconclusive; / = no result given.

Compound,GPR55 LPI antagonism,NS5 inhibitors,MgcRacGAP inhibition,NTR1 ag cell count 20 µM,Large T inhibition,NTR1 ag,GPR35 antagonists,GPR55 activation,AID2073,Yfh1-depleted yeast
Cc1ccc(OCC(=O)Nc2ccc(O)c(C(=O)O)c2)cc1C,22%,-1%,3%,55,4%,1.6,0%,0.1%,4%,i
O=C1c2cccc([N+](=O)[O-])c2C(=O)N1c1cccnc1,12%,1%,7%,28,6%,-0.8,14%,1.6%,-1%,i
COc1ccc(S(=O)(=O)Nc2ccccc2C(=O)N2CCOCC2)cc1F,-4%,-6%,7%,61,16%,0.4,-3%,-0.2%,7%,/
CN(C(=O)COC(=O)c1ccc2c(=O)n3c(nc2c1)CCC3)c1ccccc1,7%,-6%,6%,59,10%,1.5,-3%,-0.1%,-6%,i
C[C@]12CCC(=O)C[C@@H]1CC[C@@H]1[C@@H]2CC[C@]2(C)C=CC[C@@H]12,-18%,-7%,1%,39,7%,9.3,-20%,-0.5%,-1%,i
CCc1nnc(NC(=O)C2Cc3ccccc3CN2S(=O)(=O)c2ccc(C)cc2)s1 (stereo not drawn),-1%,2%,4%,72,-2%,5.7,-5%,-0.1%,2%,i
COC(=O)C[C@H]1c2cc(C(F)(F)F)ccc2S(=O)(=O)N1C1CCCCC1,/,-5%,7%,89,16%,1.6,/,/,/,i
Cc1ccn2c(=O)nc(SCC(=O)NCc3ccco3)nc2c1,/,5%,2%,52,13%,-1.1,/,/,/,/
Cc1ccc(C2CC2C(=O)NNC(=S)Nc2cccc(C)c2)cc1 (stereo not drawn),4%,4%,6%,71,20%,-1.9,22%,-0.5%,-21%,i
COc1ccc2cc(C3CC(c4ccco4)=NN3S(C)(=O)=O)c(Cl)nc2c1 (stereo not drawn),7%,2%,7%,51,15%,1.9,1%,0.1%,-7%,i
O=C(CSc1nnc(SCc2ccccc2)s1)N/N=C/c1c(Cl)cccc1Cl,0%,2%,3%,39,-2%,6.0,6%,0.1%,10%,i
CN(c1ccccc1)S(=O)(=O)c1ccc(C(=O)OCC(=O)N2CCOCC2)cc1,10%,-7%,-2%,92,0%,0.0,-14%,-0.1%,36%,i
O=C(Nc1ccccc1)N1CCCN(c2ccc(C(F)(F)F)cc2[N+](=O)[O-])CC1,14%,-5%,5%,57,8%,5.0,16%,0.7%,-2%,i
CCCCN(CC)CCNC(=O)Cn1cc2c(n1)-c1c(oc(C(=O)N3CCCC3)c1C)CC2,18%,4%,10%,47,10%,0.5,-2%,-0.1%,-1%,/
CCn1c(-c2cc(-c3ccccc3)sc2N)n[nH]c1=S,-5%,/,/,49,20%,2.0,-7%,-0.2%,-2%,i
CN1CCOCCOCCOCCN(C)C1=S,4%,-8%,-4%,28,28%,-1.6,4%,-0.1%,0%,i
COc1cccc(-c2c(C(=O)N/N=C(\C)COc3ccccc3)nnn2-c2nonc2N)c1,4%,7%,8%,54,9%,1.2,2%,-0.1%,12%,/
COCCC(=O)N1CCC(Oc2ccc(C(=O)NCCn3cccn3)cc2)CC1,-2%,-6%,7%,57,15%,0.2,-6%,-0.1%,8%,/
O=C(NCc1cccnc1)c1ccc(CN2CCc3ccccc3C2)cc1,14%,-11%,9%,62,10%,0.2,19%,0.1%,18%,/
Cc1cc(S(=O)(=O)Nc2ccc3ccccc3c2)c(C)s1,6%,-5%,-2%,58,4%,16,5%,0.6%,25%,i
CC(C)(C)NC(=O)C1CCC(CNS(=O)(=O)c2cccc3nsnc23)CC1 (stereo not drawn),0%,-11%,4%,40,5%,-0.1,7%,-0.2%,9%,/
CC1Cc2nc(SCC(=O)N3CCCC3)n(C)c(=O)c2S1 (stereo not drawn),1%,1%,3%,48,5%,2.1,18%,-0.1%,-11%,i
O=S(=O)(c1ccc(Cl)nc1)N1CCCc2ccccc21,10%,-1%,7%,59,10%,-1.0,10%,-0.3%,-1%,i
Cc1ccc(C(=O)NC2CCN(C(=O)NC3CCCCC3)CC2)cc1,-10%,-3%,2%,/,6%,/,0%,-0.4%,10%,i
Cc1ccc(NC(=O)CN(C)C(=O)COc2cc(F)ccc2[N+](=O)[O-])cc1,17%,-7%,5%,42,9%,1.1,-14%,-0.6%,17%,i
O=C(NNC(=S)NC1CCCCC1)c1sc2ccccc2c1Cl,-1%,10%,15%,77,16%,7.1,7%,0.1%,-7%,i
CCCCCCN(C(=O)CCCCCN1C(=O)NC(c2ccc(-c3ccccc3)cc2)C(C(=O)OCc2ccccc2)=C1C)C(C(=O)NCCCC)c1ccc(OCC(=O)OC)cc1 (stereo not drawn),4%,/,/,78,13%,1.4,-6%,-0.1%,9%,/
CC(C)(C)c1nc(N2CCN(C(=O)c3ccco3)CC2)c2nnn(Cc3ccccc3)c2n1,12%,-6%,10%,76,10%,24,9%,0.3%,5%,i
CC(Oc1ccc(Cl)cc1Cl)C(=O)Nc1cccc(O)c1 (stereo not drawn),-7%,-8%,10%,41,-3%,1.2,-22%,-0.1%,1%,i
COC(=O)Sc1nnc(-c2ccc(Br)cc2)o1,6%,/,/,106,9%,-3.0,4%,-0.1%,21%,i
O=P(Cc1ccccc1O)(c1ccccc1)c1ccccc1,1%,1%,3%,44,8%,2.2,6%,0.7%,18%,i
Nc1nnc(CSCc2cccc(Br)c2)s1,6%,2%,1%,60,2%,-0.1,-19%,-0.1%,-2%,i
COCCNC(=O)c1ccc2c(c1)ncn2-c1cccc(C)c1,-3%,-5%,3%,93,9%,0.7,4%,0.0%,-2%,/
NNC(=O)c1csc(-c2ccccc2)n1,4%,-4%,3%,53,6%,-0.7,13%,-0.2%,4%,i
CC(/C=C/c1ccccc1)=N\NC(=S)NC(C)C,6%,-1%,10%,60,7%,2.1,0%,-0.1%,17%,i
NC(=O)CC(NC(=O)Cc1ccc(Br)cc1)c1ccc(NCCOc2ccccc2)c([N+](=O)[O-])c1 (stereo not drawn),6%,-7%,9%,94,18%,1.9,-2%,-0.1%,18%,i
CCc1nnc(SCC(=O)N2CCCC(N3CCN(c4ccccc4C)CC3)C2)o1 (stereo not drawn),17%,-5%,9%,57,6%,1.4,-7%,0.0%,-4%,/
COc1ccc([N+](=O)[O-])cc1N(CC(O)CN(CC(C)C)CC(C)C)S(=O)(=O)c1ccccc1 (stereo not drawn),2%,-2%,6%,60,3%,-1.0,10%,0.2%,-7%,i
Cc1ccc(Cn2cc(/C=N/Nc3ccc([N+](=O)[O-])cn3)c3ccccc32)cc1,6%,-18%,11%,88,20%,0.3,12%,17%,11%,i
COc1ccc(-n2ccnc(SCC(=O)NCc3ccc(C)cc3)c2=O)cc1Cl,/,8%,2%,50,20%,1.7,/,/,/,/
COc1cc(C2=NOC(C(=O)NC3CCCCC3)C2)cc(OC)c1OC (stereo not drawn),10%,-3%,16%,77,5%,2.3,8%,-0.3%,1%,i
COc1ccc(-c2nnc(SCC(=O)Nc3ccccc3)n2C)cc1,8%,-8%,-2%,62,6%,0.5,-3%,-0.1%,4%,i
CCCCC(=O)NC(=S)Nc1ccc(NC(=O)C(C)C)c(OC)c1,4%,-10%,6%,73,22%,0.4,16%,-0.2%,-10%,i
Cc1ccc(NC(=O)Nc2cc(Cl)ccc2C2COC(=O)C2=N)cc1 (stereo not drawn),8%,-8%,4%,48,-2%,0.2,-14%,-0.5%,5%,i
CC(=O)Nc1ccc(S(=O)(=O)N(C)CC(=O)OCC(=O)N2CCc3ccccc32)cc1,-6%,-3%,6%,92,5%,-2.2,-7%,0.0%,0%,/
C/C(=N\NC(=O)CCn1nnc2ccccc21)c1ccco1,-2%,5%,-11%,45,6%,0.2,11%,-0.1%,?,i
Cc1ccccc1NC(=O)CS(=O)(=O)c1cn(CC(=O)N2CCOCC2)c2ccccc12,16%,-2%,9%,59,14%,0.4,-13%,0.7%,-8%,i
C=CCn1c(SC(F)F)nc2scc(-c3ccco3)c2c1=O,-7%,-8%,8%,47,4%,4.3,5%,-0.2%,18%,/
Cc1ccc(S(=O)(=O)N2CCCC2)cc1C(=O)NC1CCCCC1,4%,-2%,8%,51,-4%,-0.5,2%,-0.2%,9%,/
O=C(c1ccccc1)C(c1ccccc1)c1ccccc1,/,3%,7%,85,-2%,-0.4,/,/,/,/
CCN1C(=O)c2cccc3c(S(=O)(=O)Nc4ccccc4OC)ccc1c23,11%,5%,1%,43,3%,2.0,5%,-0.1%,0%,/
CCC(CC)NCC(O)COc1ccc(Br)cc1 (stereo not drawn),8%,-3%,27%,55,-6%,-0.6,-1%,-0.4%,2%,i
CC(C)NC(=O)/C(C#N)=C\c1ccc(N(C)C)o1,10%,-119%,13%,45,22%,-2.0,50%*,-0.1%,5%,>100µM*
N#Cc1c(C(F)(F)F)cc(-c2cccs2)nc1SCc1ccc(Cl)nc1,16%,-4%,0%,63,26%,3.4,10%,-0.1%,1%,i
CCOC(=O)C1=C(C)N(C)C(=S)NC1c1ccccc1 (stereo not drawn),-6%,-8%,10%,76,10%,1.5,8%,-0.1%,3%,i
CN(C)c1ccc(C(CNC(=O)c2ccccc2)c2c[nH]c3ccccc23)cc1 (stereo not drawn),5%,2%,-8%,74,3%,-1.0,-4%,-0.2%,-9%,i

Source: PubChem
